Screens (PubChem)
Lamin A splicing – qHTS Assay for Modulators of Lamin A Splicing; HeLa LMNA splicing GFP/RFP minigene ratio, 48 h; Potency, µM (titrated, usually from 46.1 µM), for inactives: at the highest dose ratio change, negative = inhibition, hits mostly inhibitors; actives 0.01% (n = 200,000); AID 1487, 2009; active = well fitted inhibition curve with a large enough effect in the signal ratio, with a control signal flat, not every such curve was filed as active; inconclusive = small, poorly fitted or top-dose-only effect, or effect the other way, or a change in a side signal; the % refers to the signal ratio; also: potency is read from the fitted curve at half-maximal effect; % is scaled to controls: 0 for no effect and ±100 for the full control effect
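Read-out is the ratio of GFP to DsRed2 object intensity, acquired by 488 nm laser-scanning cytometry on HeLa lamin A-EGFP minigene reporter cells. Compound incubation 48 hrs at 37 °C in Opti-MEM with 2% FBS; DMSO 0.5% final.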
SMN2 splice up – qHTS Assay for Enhancers of SMN2 Splice Variant Expression | HEK293 SMN2-luciferase splicing reporter, luminescence, 30-36 h | actives 2.8% (n = 210,000) | Potency, µM (doses to about 46.1 µM), for inactives: top-dose activity change, positive = activation, most hits filed as activators; also: potency is read from the fitted curve at half-maximal effect; % of control where 0% means no effect; nearly all actives have a fitted effect of over 55% in size
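qHTS luciferase splicing reporter: luminescence rises when SMN2 exon 7 is included in transfected HEK293 cells. Compound exposure lasted 30-36 h at 37C, with 4.5 mM final sodium butyrate as control, followed by a ONE-Glo read.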
Luc counter – Counterscreen for Luciferase (Kinase-Glo TM) Inhibition; Potency, µM (titrated, usually from 38.3 µM), without a hit: at the highest dose activity change, negative = inhibition, hits mostly inhibitors; AID 1379, 2008; Kinase-Glo luciferase, ATP luminescence, 8 min; actives 0.28% (n = 200,000); Luciferin 4-monooxygenase (Photuris pensylvanica), Q27757; also: potency is read from the fitted curve at half-maximal effect; % is scaled to controls: 0 for no effect and ±100 for the full control effect; nearly all actives have a fitted effect of over 60% in size
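Light output from Kinase-Glo luciferase with luciferin and 10 uM ATP in 50 mM imidazole pH 7.2, KCl, MgCl2, Tween 20, BSA; compound pin-delivered, 8-min ambient incubation, then luminescence read.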
IMPase Li inh – qHTS Assay for Identifying the Cell-Membrane Permeable IMPase Inhibitors: Potentiation with Lithium. CHO-M1 cells, IP1 TR-FRET (IP-One), carbachol + lithium. actives 0.35% (n = 210,000). Potency, µM (highest dose often 59.4 µM), for inactives: top-dose activity, negative = IMPase inhibition, actives largely listed as inhibitors;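 also: IP1 builds up when IMPase is blocked and the TR-FRET signal falls; potency is read from the fitted curve at half-maximal effect; plate controls were basal vehicle for no effect and high inhibitor control for full effect; nearly all actives have a fitted effect of over 50% in size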
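Readout is a homogeneous TR-FRET IP1 immunoassay (Ex 320, Em 665 and 620), where raised cytosolic IP1 lowers signal. Cells were CHO-M1 treated 30 min at 37C with test compounds plus a little lithium; AC50 values came from Hill-equation fitting.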
CBFb-RUNX1 inh – qHTS Assay for Compounds Blocking the Interaction Between CBF-beta and RUNX1 for the Treatment of Acute Myeloid Leukemia | AlphaScreen CBFb-His/RUNX1-biotin binding, biochemical | Potency, µM (doses to about 59.8 µM), for the others: at the top dose activity, negative = inhibition, hits mostly inhibitors | 230,000 tested, under 10 active; also: % of control where 0% means no effect
Target sequence (Q01196 whole entry, looked up): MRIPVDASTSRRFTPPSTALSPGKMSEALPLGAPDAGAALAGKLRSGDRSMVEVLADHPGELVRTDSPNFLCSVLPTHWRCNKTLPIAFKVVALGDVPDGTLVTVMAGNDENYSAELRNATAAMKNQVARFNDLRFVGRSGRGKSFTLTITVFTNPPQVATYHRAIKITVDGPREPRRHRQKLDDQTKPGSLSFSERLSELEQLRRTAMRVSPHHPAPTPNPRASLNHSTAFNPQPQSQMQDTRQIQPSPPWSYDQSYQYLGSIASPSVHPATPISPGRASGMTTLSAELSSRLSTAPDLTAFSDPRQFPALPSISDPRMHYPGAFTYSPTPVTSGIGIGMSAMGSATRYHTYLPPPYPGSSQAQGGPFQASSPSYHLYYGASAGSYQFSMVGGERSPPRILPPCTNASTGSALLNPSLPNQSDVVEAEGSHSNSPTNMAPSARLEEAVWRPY
Target sequence (Q13951 whole entry, looked up): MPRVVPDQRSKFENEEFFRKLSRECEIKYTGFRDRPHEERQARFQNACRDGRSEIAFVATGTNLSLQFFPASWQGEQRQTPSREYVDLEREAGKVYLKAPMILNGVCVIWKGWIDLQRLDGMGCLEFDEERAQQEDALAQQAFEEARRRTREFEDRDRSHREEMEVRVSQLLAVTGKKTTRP
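Room-temperature protein-protein interaction test with 30 nM each of His-tagged CBF-beta and biotinylated RUNX1, 15 min with compound, then 90 min with nickel plus streptavidin beads. Signal read in AlphaScreen mode.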
HttQ103 aggreg – qHTS Multiplex Assay to Identify Dual Action Probes in a Cell Model of Huntington: Aggregate Formation (GFP). PC12 HttQ103-GFP aggregates, Acumen cytometry, 40 h. Potency, µM (titrated, usually from 46.1 µM), for the others: at the top dose activity change, negative = inhibition, actives largely listed as inhibitors. actives 1.1% (n = 220,000); also: potency is read from the fitted curve at half-maximal effect; % is scaled to controls: 0 for no effect and ±100 for the full control effect; nearly all actives have a fitted effect of over 60% in size
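Aggregates are detected as GFP objects 1–25 µm with signal 6 STDEV over background in lysates of induced PC12 cells. These carry Huntingtin exon 1 with 103 glutamines fused to GFP under an ecdysone promoter; compounds titrated.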
HTT cytoprotect – qHTS Multiplex Assay to Identify Dual Action Probes in a Cell Model of Huntington: Cytoprotection (ATP); Potency, µM (doses to about 56.4 µM), for inactives: cytoprotection (ATP increase), usual class: activators; PC12 HTT-Q103 induced, cytoprotection, ATP luminescence, 40 h; actives 0.14% (n = 230,000);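 also: potency is read from the fitted curve at half-maximal effect; % of control where 0% means no effect; nearly all actives have a fitted effect of over 45% in size; toxic huntingtin expression switched on by the ecdysone agonist tebufenozide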
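Readout: ATPlite luminescence (ATP level). Model: stable PC12, inducible Htt exon1 Q103-GFP. Inducer: tebufenozide, 100 nM final. Compounds: dose series. No G418 in medium.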
* marks the source's active call; other numbers are inactive results; ? = inconclusive; . = no result given; [ ] = remark or other dose. Unless noted, calls follow the shape of the dose curve; as a rule, active = well fitted curve in the direction sought with a large enough effect; inconclusive = small, poorly fitted or top-dose-only effect, or another doubt; inactive = no such curve, though single readings can be large; an effect the other way counts as inactive or inconclusive.

SMILES	Lamin A splicing	SMN2 splice up	Luc counter	IMPase Li inh	CBFb-RUNX1 inh	HttQ103 aggreg	HTT cytoprotect
CCCC(=O)Nc1ccc(NC(=O)c2ccco2)c(OC)c1	-3%	?	4%	-7%[38.3 µM]	6%	7%	16%[10 µM]
CC1CCN(C(=S)c2cccc([N+](=O)[O-])c2)CC1	-6%[46 µM]	-4%	-1%	5%	1%	5%	-8%
CC(C)(C)S(=O)(=O)c1cnc(N2CCCCC2)nc1N	.	.	.	.	2%	7%[9.22 µM]	-7%[10 µM]
CCOC(=O)C1=C(C)N(c2ccccc2)C(=O)/C1=C\c1ccc(O)c(OC)c1	.	.	.	.	4%	31%[9.22 µM]	-4%[10 µM]
N#Cc1cccc(-c2ccc3ncnc(NC4CCNCC4)c3c2)c1	-6%	.	.	-2%	.	.	-43%[inhibitor]
COc1cc2c(cc1NC(=S)Nc1cccc(C)c1)oc1ccccc12	-5%	?	0%	-12%[38.3 µM]	-11%	-6%	5%
CC1(C)OC(C)(C)/C(=C/Nc2ccccc2)C1=O	?	-5%	-4%	-3%	9%	-4%	.
Cc1nc(-c2ccccc2)sc1-c1ccnn1C	?	13µM*	4%	-19%	-7%	-7%	-84%[inhibitor]
O=C(NCC1CCCCC1)c1cccc(S(=O)(=O)NCc2cccnc2)c1	-8%[46 µM]	-26%	-2%	10%	3%	-28%	-16%
C=CCNC(=O)c1onc(CSc2cc(C)ccc2C)c1C(=O)O	?	32µM*	-1%	3%[38.3 µM]	2%	-13%	-3%
CCOC(=O)c1c(C)nc(-c2ccccc2)nc1N	-7%	.	5%	6%[38.3 µM]	11%	-7%	-15%
CC(C)C(C(=O)NCc1ccco1)N(CC1CCCO1)C(=O)CNS(=O)(=O)c1ccccc1 (configuration not stated)	.	.	2%	8%	9%	5%[9.22 µM]	3%[10 µM]
CCOc1ncccc1C(=O)OCC(=O)NCCc1ccc(OC)cc1	1%	-2%	-4%	-3%[38.3 µM]	0%	2%	-24%[4.97 µM]
O=C(NCCC1=CCCCC1)C1CCN(S(=O)(=O)c2ccccc2)CC1	5%[46 µM]	-1%	-2%	7%	5%	2%[9.22 µM]	-50%[inhibitor]
COc1cccc(-n2c(SCC(=O)NC3CCCC3)nnc2-c2ccco2)c1	-9%	4%	-1%	2%	10%	6%	-9%[1.9 µM]
O=C(NCCc1c[nH]c2ccccc12)/C(=C\c1cccnc1)NC(=O)c1ccccc1Br	.	.	.	.	7%	-29%[9.22 µM]	0%[10 µM]
CC(C)N(Cc1nc(-c2ccccc2)no1)C(=O)c1ccc2c(c1)OCO2	0%	9%	0%	40%[38.3 µM]	2%	-1%	4%[0.074 µM]
COc1ccc(C(=O)OCC(=O)NCc2ccco2)cc1OC	-11%	15%	-4%	16%[38.3 µM]	-20%	10%	15%[10 µM]
Clc1cccc(N2CCN(c3ncnc4nc[nH]c34)CC2)c1	.	.	.	.	-3%	20%[9.22 µM]	10%[10 µM]
Cc1nn(Cc2ccccc2)c(Cl)c1C(=O)OCc1nnc(-c2ccccc2)o1	1%	-33%[inhibitor]	-2%	13%[38.3 µM]	22%	12%	17%[10 µM]
CCO[C@@H]1OC(C(=O)NCc2nc3ccccc3[nH]2)=C[C@H](c2ccc(C(F)(F)F)cc2)[C@H]1CCCO	.	.	.	3%	-4%	4%[9.22 µM]	19%[10 µM]
Cc1ccc(C2=[N+]([O-])C(C)(C)N(O)C2(C)C)cc1	?	3%	0%	-6%	1%	-9%	.
O=C(COc1nncc2ccccc12)Nc1ccc(Br)cc1F	17%[46 µM]	-13%	0%	6%	-11%	6%	4%[10 µM]
Cc1cc(-c2csc(N)n2)c(C)n1Cc1ccco1	.	?	-4%	24%	-12%	10%	-18%
O=C(COc1ccc(Cl)cc1)NCc1ccncc1	5%[46 µM]	-1%	1%	-6%	3%	-9%	-18%
COc1ccc(/C=C2\SC(=O)N(CCNC(=O)C3CCN(S(=O)(=O)c4cccs4)CC3)C2=O)cc1	?	-9%[1.84 µM]	-2%	16%	3%	-9%	-2%[10 µM]
CC(=O)Nc1nnc(Cc2c[nH]c3ccccc23)s1	.	.	.	-5%	-1%	5%	-19%
CSC1=C(C#N)C(=O)NC(c2ccccc2O)S1 (configuration not stated)	.	.	.	.	6%	-20%[9.22 µM]	13%[10 µM]
Cc1ccc(C(=O)c2c(C)oc3c2C(=O)C(=O)c2ccccc2-3)cc1	?	-109%[inhibitor]	-4%	16%[38.3 µM]	?	?	-111%[inhibitor]
Cc1ccccc1NC(=O)Cc1cccc(C(F)(F)F)c1	.	.	0%	0%	7%	-37%[9.22 µM]	-19%[10 µM]

13 entries from above, reformatted:
| canonical_smiles | Lamin A splicing | SMN2 splice up | Luc counter | IMPase Li inh | CBFb-RUNX1 inh | HttQ103 aggreg | HTT cytoprotect |
| --- | --- | --- | --- | --- | --- | --- | --- |
| O=C(NCCc1c[nH]c2ccccc12)/C(=C\c1cccnc1)NC(=O)c1ccccc1Br | . | . | . | . | 7% | -29%[9.22 µM] | 0%[10 µM] |
| CC(C)N(Cc1nc(-c2ccccc2)no1)C(=O)c1ccc2c(c1)OCO2 | 0% | 9% | 0% | 40%[38.3 µM] | 2% | -1% | 4%[0.074 µM] |
| COc1ccc(C(=O)OCC(=O)NCc2ccco2)cc1OC | -11% | 15% | -4% | 16%[38.3 µM] | -20% | 10% | 15%[10 µM] |
| Clc1cccc(N2CCN(c3ncnc4nc[nH]c34)CC2)c1 | . | . | . | . | -3% | 20%[9.22 µM] | 10%[10 µM] |
| Cc1nn(Cc2ccccc2)c(Cl)c1C(=O)OCc1nnc(-c2ccccc2)o1 | 1% | -33%[inhibitor] | -2% | 13%[38.3 µM] | 22% | 12% | 17%[10 µM] |
| CCO[C@@H]1OC(C(=O)NCc2nc3ccccc3[nH]2)=C[C@H](c2ccc(C(F)(F)F)cc2)[C@H]1CCCO | . | . | . | 3% | -4% | 4%[9.22 µM] | 19%[10 µM] |
| Cc1ccc(C2=[N+]([O-])C(C)(C)N(O)C2(C)C)cc1 | ? | 3% | 0% | -6% | 1% | -9% | . |
| O=C(COc1nncc2ccccc12)Nc1ccc(Br)cc1F | 17%[46 µM] | -13% | 0% | 6% | -11% | 6% | 4%[10 µM] |
| Cc1cc(-c2csc(N)n2)c(C)n1Cc1ccco1 | . | ? | -4% | 24% | -12% | 10% | -18% |
| O=C(COc1ccc(Cl)cc1)NCc1ccncc1 | 5%[46 µM] | -1% | 1% | -6% | 3% | -9% | -18% |
| COc1ccc(/C=C2\SC(=O)N(CCNC(=O)C3CCN(S(=O)(=O)c4cccs4)CC3)C2=O)cc1 | ? | -9%[1.84 µM] | -2% | 16% | 3% | -9% | -2%[10 µM] |
| CC(=O)Nc1nnc(Cc2c[nH]c3ccccc23)s1 | . | . | . | -5% | -1% | 5% | -19% |
| CSC1=C(C#N)C(=O)NC(c2ccccc2O)S1 (configuration not stated) | . | . | . | . | 6% | -20%[9.22 µM] | 13%[10 µM] |

Back to the main list, starting 2 compounds before the break.
SMILES	Lamin A splicing	SMN2 splice up	Luc counter	IMPase Li inh	CBFb-RUNX1 inh	HttQ103 aggreg	HTT cytoprotect
Cc1ccc(C(=O)c2c(C)oc3c2C(=O)C(=O)c2ccccc2-3)cc1	?	-109%[inhibitor]	-4%	16%[38.3 µM]	?	?	-111%[inhibitor]
Cc1ccccc1NC(=O)Cc1cccc(C(F)(F)F)c1	.	.	0%	0%	7%	-37%[9.22 µM]	-19%[10 µM]
Cc1ccc(C(=O)CSc2nnc(-c3ccco3)n2CC2CCCO2)cc1 (configuration not stated)	-6%	-6%	1%	8%[38.3 µM]	10%	11%	11%[10 µM]
Cc1ccc(NC(=O)CCC(=O)NNC(=O)Cc2ccccc2)cc1C	-3%	-6%	-3%	1%[38.3 µM]	1%	6%	?
CN(CC(=O)N1CCN(c2cccc(Cl)c2)CC1)S(=O)(=O)c1cnc[nH]1	4%	-7%	-3%	-2%	-1%	24%	.
CCC(C)NC(=O)c1c(-c2cc(Cl)c(OC)c(Cl)c2)noc1C (configuration not stated)	9%	-11%	1%	3%	4%[2.36 µM]	15%	-15%
CN(C)C(=O)C(=O)c1c(-c2ccccc2)cc2ccccn12	-7%	?	10%	-1%	12%	-3%	1%[10 µM]
COc1ccc(C(=O)c2c[nH]c(C(=O)NCC3CCCO3)c2)cc1 (configuration not stated)	3%	-4%	0%	-3%[38.3 µM]	11%	?	0%
CCOc1ccccc1-c1nc(CN2CCCC2c2nccs2)c(C)o1 (configuration not stated)	.	.	3%	11%	1%	-6%[9.22 µM]	-4%[10 µM]
COCC(C)NC(=O)c1cccc(Cl)c1 (configuration not stated)	10%	-14%	-3%	-14%[38.3 µM]	-2%	-8%	-20%[0.074 µM]
COc1cc(NC(=O)c2cc(-c3cccc(O)c3)on2)cc(OC)c1OC	-18%	0%	0%	8%[38.3 µM]	-9%	13%	-36%
COc1ccc(Br)cc1CN(C)CC(=O)Nc1c(Cl)cccc1Cl	?	-27%	0%	24%	-2%	-21%	-2%[10 µM]
Nc1sc2c([n+]1CCCS(=O)(=O)[O-])CCCC2	.	14%	4%	2%	11%	13%	-21%[10 µM]
COc1cccc(CNc2nc3nc(C)cc(C)n3n2)c1	7%	91%	-6%	9%[38.3 µM]	4%	0%	-11%
CC(=O)Nc1ccc(S(=O)(=O)N2CCN(c3cc(C)nc4ncnn34)CC2)cc1	5%[46 µM]	.	-2%	4%	0%	-19%[9.22 µM]	-4%[10 µM]
O=C(Nc1ccccc1F)N(CCCN1CCOCC1)Cc1cc2cc3c(cc2[nH]c1=O)OCCO3	?	-19%	-13%	-6%[38.3 µM]	1%	11%	-12%[10 µM]
O=C(NC(=S)Nc1cccc2ncccc12)c1ccccc1	5%[46 µM]	-14%	3%	-4%	18%	-10%	-20%[10 µM]
COc1ccc([C@@H](C)C(=O)c2ccc(O)cc2O)cc1	.	-13%	2%	15%	-3%	.	19%
CCc1ccccc1NC(=S)N1N=CCC1c1ccccc1 (configuration not stated)	1%[46 µM]	-2%	1%	0%	6%	13%	11%
CCOC(=O)c1sc2nc(C)nc(SCC(N)=O)c2c1C	-4%	-31%[inhibitor]	0%	-9%	6%	-1%	17%[10 µM]

Compounds as they come (roughly 4% active in at least one column).
